LGR2 antag: inhibitors of bursicon-induced Drosophila LGR2 receptor cAMP signaling. HEK293 LGR2, CRE-luciferase, bursicon-stimulated, 4 h. inhibition, % at 9.99 µM. actives 0.35% (n = 380,000). AID 720647;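 active means drop in luminescence signal, shown as inhibition above about 50% in the replicate tests, limit read from the data, passing the limit was not always enough; inconclusive means probably only some replicates passing the limit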;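 further: agonist challenge used bursicon conditioned medium at about half maximal strength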
CASP6 VEID inh: blocks human caspase-6 cleavage activity; P55212; purified caspase-6, Z-VEID-R110 cleavage fluorescence; actives 0.53% (n = 350,000); inhibition, % at 12.5 µM; AID 686996;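 active means mean inhibition across replicates at least about 35%, with every replicate also reaching that limit, limit read from the data; inconclusive means only one of the two criteria met; inactive means neither criterion met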;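 further: 0% = median of neutral control wells and 100% = no fluorescence left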
Target sequence (P55212 24-179 limits assumed): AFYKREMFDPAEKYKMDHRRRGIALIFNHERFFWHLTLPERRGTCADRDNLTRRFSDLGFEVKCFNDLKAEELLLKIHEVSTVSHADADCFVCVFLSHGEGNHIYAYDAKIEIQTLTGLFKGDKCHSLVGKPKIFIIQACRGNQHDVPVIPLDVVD
Target sequence (P55212 194-293 limits assumed): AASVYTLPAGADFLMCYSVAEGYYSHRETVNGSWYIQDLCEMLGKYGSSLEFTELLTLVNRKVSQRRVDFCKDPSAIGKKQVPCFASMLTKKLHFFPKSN
PGC1a acetyl inh: PGC1a acetylation modulation, inhibitor mode. actives 0.17% (n = 350,000). AID 651687. inhibition, % at 15.6 µM. U2OS PGC1a acetylation, AlphaScreen anti-acetyl-lysine; with virally co-expressed GCN5 acetyltransferase;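 active means every replicate shows inhibition of at least 40%; inconclusive means mean inhibition at least 40% but some replicate below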;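 further: 0% = neutral control wells and 100% = positive control wells; some results beyond the cut were filed as inactive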
FN deposit inh: fibronectin deposition inhibition; inhibition, % at 12.6 µM; AID 743247; AH1F fibroblasts, Alexa488-fibronectin deposition fluorescence, overnight; actives 0.086% (n = 350,000);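 active means mean inhibition across replicates of 30% or more, regardless of how many single replicates reach that level; inconclusive means mean under 30% yet at least half of replicates reach 30%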;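 further: positive control wells lacked labelled fibronectin entirely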
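test system = AH1F fibroblasts assembling fluorescent fibronectin matrix | quantity = 10000 AH1F cells per well | buffer or medium = DMEM plus 2% serum, read in PBS | doses = single dose, pinned | incubation = 1 h cell attachment, overnight exposure to compound and label | detection = fluorescence at 485 nm excitation, 525 nm emission | read-out basis = inhibition from reduced deposited-fibronectin fluorescence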
PAX8 reporter: lowers PAX8-driven luciferase in RMG-I cells | RMG-I TPO-luciferase reporter, SteadyGlo, 24 h | inhibition, % at 12.6 µM | actives 1.2% (n = 360,000);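 active means mean replicate inhibition at least 60% with every replicate also reaching 60%; inconclusive means only one of the two criteria is met; inactive means mean below 60% and not all replicates reaching 60%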;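 further: luciferase light reporting Pax8 driven TPO promoter activity; plate controls were median of neutral control wells for no effect and mitoxantrone controls for full effect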
EWS-Fli block: EWS/Fli transcriptional activity inhibition; actives 0.67% (n = 350,000); A673 NR0B1-luciferase reporter, viability-normalised; inhibition, % at 12.6 µM; AID 651661;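 active means mean inhibition of at least 50% after viability correction, with every replicate also passing that limit; inconclusive means mean reaches 50% but only one of two replicates passes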;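 further: firefly luciferase signal divided by Alamar Blue viability fluorescence both relative to DMSO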
miR122 inh: miR-122 inhibition in Huh7 cells; actives 0.3% (n = 340,000); Huh7 miR-122 Renilla luciferase sensor, 48 h; neutral wells = 0, positive control = 100; activation (reporter increase), % at 12.5 µM; AID 602342;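 active means mean replicate activation score at least 90 and every replicate individually at or above 90; inconclusive means only one of the two criteria met; inactive means neither criterion met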;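 further: higher luciferase means less miR-122 activity so hits act as miR-122 inhibitors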
Cneo AK release: Cryptococcus neoformans lysis via adenylate kinase release. C. neoformans lysis, adenylate kinase release luminescence, 4 h; normalised: neutral wells 0, clomiphene wells 100. lysis activity, % at 15 µM. actives 0.2% (n = 360,000). AID 651654;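 active means mean lysis activity across replicates of at least 80%, whatever share of replicates individually reach that level; inactive means mean lysis activity below 80%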
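Schedule: static 4 h at 37 °C with compound, 1 h detection; system: C. neoformans cells; benchmarks: Clomiphene as positive control; buffer or medium: fresh YPD medium; measure: luminescence rise reflecting yeast cell lysis; measured by: luminescent adenylate kinase detection reagent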
Active calls of the source: *; u = inconclusive; x = not tested or not shown; [ ] = remark or other dose. Compounds as they come. Share with any hit: about 2.5%.

SMILES | LGR2 antag | CASP6 VEID inh | PGC1a acetyl inh | FN deposit inh | PAX8 reporter | EWS-Fli block | miR122 inh | Cneo AK release
Cc1ccc(N2CC(C(=O)Nc3ccc(S(=O)(=O)Nc4ncccn4)cc3)CC2=O)cc1C (centres undefined) | 7 | -1 | x | -4 | -1 | -1 | x | -2
NC(=O)C1CCN(c2ccc(S(=O)(=O)N3CCC(Cc4ccccc4)CC3)cn2)CC1 | 3 | -1 | 9 | 1 | 7 | 15 | x | x
CO[C@H]1CN(C)C(=O)c2cc(NC(=O)Nc3ccc(Cl)cc3)ccc2OC[C@@H](C)N(C)C[C@H]1C | -2 | 2 | -2 | 2 | 15 | 11 | x | 3
O=C(N/N=C/c1ccccn1)c1cc([N+](=O)[O-])cc([N+](=O)[O-])c1 | 19 | -2 | 9 | 15 | 11 | 7 | -1 | 1
C[C@H](CO)N1C[C@H](C)[C@@H](CN(C)Cc2ccc(F)cc2)Oc2cc(C#CCN(C)C)ccc2S1(=O)=O | 4 | -5 | -22 | -3 | x | 29 | 0[16.7 µM] | 3
Cc1ccccc1Nc1nc(-c2sc(NC(=O)c3ccco3)nc2C)cs1 | -11 | 16 | -6 | 11 | 2 | 1 | -3 | -1
COC(=O)C[C@H]1CC[C@H]2[C@@H](COc3ccc(NC(=O)c4cc(F)cc(F)c4)cc3C(=O)N2C)O1 | 26 | x | 2 | -4 | -15 | -11 | -13[16.7 µM] | -5
Cc1ccc(CNC(=O)c2ccc3c(c2)NC(=O)C(N2CCOCC2)S3)cc1 (centres undefined) | -6 | 1 | -11 | -8 | 10 | 4 | 19 | -1
Cc1ccc(-n2nnnc2SCC#N)cc1 | -2 | 0 | 3 | 1 | 2 | -9 | 13 | -7
CCCC#Cc1cnc2c(c1)C(=O)N([C@H](C)CO)C[C@H](C)[C@H](CN(C)S(C)(=O)=O)O2 | -6 | -2 | 7 | -3 | x | -14 | 20[16.7 µM] | -1
CCn1c(CCCNC(=O)c2ccco2)nc2ccccc21 | 11 | 0 | x | -1 | 1 | -2 | 1 | -19
CN(C)c1ccc(C(=O)Nc2ccc(CN3CCS(=O)(=O)CC3)cc2)cc1 | -26 | 2 | x | 8 | -28 | -22 | x | x
Nc1nc(SCC(=O)c2ccc([N+](=O)[O-])cc2)n[nH]1 | 28 | -3 | x | -8 | 12 | 4 | x | x
O=S(=O)(/N=C(/Nc1ccc(F)cc1F)c1ccccc1)c1ccc(Br)cc1 | 2 | -4 | x | -3 | -22 | -14 | x | x
C/C=C/c1ccc2c(c1)O[C@H](CN(C)Cc1ccc(C(=O)O)cc1)[C@@H](C)CN([C@@H](C)CO)S2(=O)=O | -10 | 2 | 10 | x | -26 | 2 | 8[16.7 µM] | -3
CC(=O)c1ccc(NC(=O)CSc2nc(=O)n(CCN3CCOCC3)c3c2CCC3)cc1 | -9 | 1 | -4 | 0 | -18 | -5 | -4 | -2
CC(C)CC#Cc1cnc2c(c1)C(=O)N([C@@H](C)CO)C[C@@H](C)[C@H](CN(C)C(=O)Cc1ccncc1)O2 | -4 | 0 | -7 | x | -4 | 2 | -7[16.7 µM] | -1
O=P(COCCOCCOCCOCP(=O)(c1ccccc1)c1ccccc1)(c1ccccc1)c1ccccc1 | 3 | x | u | -1 | 3 | -11 | -1 | x
COc1ccc(C(=O)CN2C(=O)COc3ccccc32)cc1 | -13 | 0 | -15 | 9 | 10 | 9 | -1 | x
NC(=O)c1ncn([C@@H]2O[C@H](C(=O)N3CCN(CC(=O)Nc4ccccn4)CC3)[C@@H](O)[C@H]2O)n1 | 16 | -3 | x | 1 | -7 | -2 | x | x
CCCC(=O)Nc1ccc2c(c1)C(=O)N(C)[C@H]1CC[C@H](CC(=O)OC)O[C@@H]1CO2 | 16 | 2 | 4 | -37 | x | -4 | x | x
Cn1c(=O)oc2cc(S(=O)(=O)NCCN3CCc4ccccc4C3)ccc21 | 3 | -4 | 3 | -24 | -2 | -4 | 7 | 3
CNC(=O)C[C@H]1CC[C@@H]2[C@H](COc3ccc(NC(=O)Nc4ccc(F)cc4)cc3C(=O)N2C)O1 | -5 | 0 | 12 | -12 | -12 | -9 | -5[16.7 µM] | -2
COc1ccc2oc(C(=O)NNC(=O)c3ccc(F)cc3)c(C)c2c1 | -34 | 4 | -11 | 6 | -57 | -30 | -2 | 0
CCOc1ccc(S(=O)(=O)NCCC(=O)NCC2COc3ccccc3O2)cc1 (centres undefined) | 3 | 0 | -2 | 7 | 19 | 12 | 11 | -3
CC1(C)O[C@@H]2[C@H](O1)[C@@H](O)C[C@H]2n1cnc2c(Cl)ncnc21 | -2 | 1 | x | 17 | -10 | -6 | x | x
Brc1ccc(NCc2cccc3ccccc23)nc1 | x | x | x | 2 | -5 | x | 5 | 1
CCCCCNC(=O)C(c1ccc(C#N)cc1)n1c(=O)c(-c2ccco2)nc2ccccc21 (centres undefined) | -10 | 1 | x | -10 | 11 | -19 | x | x
Cc1ccccc1CNC(=O)C1CCC(=O)N(Cc2cccc(F)c2)C1 (centres undefined) | 5 | -5 | -2 | 11 | -12 | x | 1 | 0
COc1cnc(-c2ccccc2)[nH]c1=O | 3 | 0 | 5 | x | 7 | 10 | 1 | 0
O=[N+]([O-])c1ccccc1Nc1c2ccccc2nc2ccccc12 | -11 | 0 | x | 13 | 12 | 11 | 4 | x
O=S(=O)(N[C@H]1CC[C@@H](CCn2cc(-c3cccc(F)c3)nn2)O[C@H]1CO)c1ccccc1 | 5 | 3 | 8 | x | 1 | 14 | x | 0
CC(=O)Nc1ccc(NC(=O)CSc2nc3c([nH]c4ccccc43)c(=O)n2-c2ccccc2F)cc1 | -3 | -5 | 6 | 5 | 26 | x | -11 | -2
Cc1c(NC(=O)C(C)Oc2cccc(Cl)c2)c(=O)n(-c2ccccc2)n1C (centres undefined) | 5 | 2 | -7 | 0 | -6 | -5 | -1 | 1
C[C@H](CO)N1C[C@H](C)[C@@H](CN(C)S(=O)(=O)c2cccs2)Oc2ccc(NC(=O)Nc3ccccc3)cc2CC1=O | -15 | 2 | 4 | x | 4 | -5 | -11[16.7 µM] | 11
C=CCOCCn1[nH]c2ccccc2c1=O | 1 | -4 | -1 | 4 | 4 | -2 | -4 | -1

Sorted by molecular weight (largest number first): part of the list above.
SMILES | LGR2 antag | CASP6 VEID inh | PGC1a acetyl inh | FN deposit inh | PAX8 reporter | EWS-Fli block | miR122 inh | Cneo AK release
CC(=O)Nc1ccc(NC(=O)CSc2nc3c([nH]c4ccccc43)c(=O)n2-c2ccccc2F)cc1 | -3 | -5 | 6 | 5 | 26 | x | -11 | -2
CCOc1ccc(S(=O)(=O)NCCC(=O)NCC2COc3ccccc3O2)cc1 (centres undefined) | 3 | 0 | -2 | 7 | 19 | 12 | 11 | -3
COc1cnc(-c2ccccc2)[nH]c1=O | 3 | 0 | 5 | x | 7 | 10 | 1 | 0

Carrying on:
SMILES | LGR2 antag | CASP6 VEID inh | PGC1a acetyl inh | FN deposit inh | PAX8 reporter | EWS-Fli block | miR122 inh | Cneo AK release
CCc1csc(N2[C@H](C#N)[C@H](c3ccccc3-c3ccc(F)cc3)[C@H]2CO)n1 | 1 | 0 | -4 | 4 | x | -5 | x | x
O=C(Nc1cc(Cl)ccc1-n1cncn1)c1cc(S(=O)(=O)N2CCOCC2)ccc1F | 2 | 5 | x | x | 2 | x | 5 | -3
CC(=O)Nc1ccc(NC(=O)CSc2nnc(-c3cccnc3)o2)cc1 | -6 | 3 | x | -2 | -2 | 1 | 3 | -2
CCC(=O)Nc1ccc2c(c1)OC[C@@H](C)N(C(=O)Cc1ccccn1)C[C@H](C)[C@@H](OC)CN(C)C2=O | -3 | x | 2 | 10 | x | -2 | 11[16.7 µM] | -1
C=CCn1c(CNC(=O)CCC)nc2ccccc21 | 2 | x | 3 | 3 | x | x | x | -1
CCN1CCN(S(=O)(=O)c2cc(C(=O)O)ccc2Cl)CC1 | -5 | -16 | 17 | 1 | 11 | -7 | -8 | 1
Cc1ccc(C2=NN(CCC(=O)NCCCN3CCOCC3)C(=O)CC2)cc1 | 2 | -13 | 4 | -9 | -3 | x | -2 | 0
COC(=O)c1ccccc1NS(=O)(=O)c1cn(C)c(=O)n(C)c1=O | 9 | 2 | x | 3 | -3 | -17 | x | -1
O=C(COc1ccc(Cl)cc1Cl)NN1C(=O)C2C3C=CC([C@@H]2C1=O)C31CC1 (some centres undefined) | -4 | 3 | -10 | 9 | 1 | 13 | x | x
C/C=C/c1ccc([C@@H]2[C@H]3CN(S(=O)(=O)c4ccccc4)CCCCN3[C@H]2CO)cc1 | 8 | 0 | -11 | x | 4 | 1 | 4[16.7 µM] | -2
Cc1cc(C)nc(N2CCCC(C(=O)NCc3ccc4c(c3)OCO4)C2)n1 (centres undefined) | 2 | -2 | x | -7 | -1 | 1 | x | x
COc1ccccc1C(=O)C1CCCN(C(=O)c2cn3cc(Cl)ccc3n2)C1 (centres undefined) | x | 0 | 8 | 0 | 34 | -10 | -2 | -1
COc1ccc(NC(=O)Nc2ccc3c(c2)C(=O)N([C@@H](C)CO)C[C@H](C)[C@H](CN(C)CC2CCCCC2)O3)cc1 | -3 | 5 | 11 | x | -1 | -13 | 5[16.7 µM] | -2
O=C(Nc1cc(C(F)(F)F)ccc1N1CCCC1)C1CC(=O)N(Cc2ccccc2)C1 (centres undefined) | 0 | -3 | -5 | 11 | 24 | 2 | -2 | -1
Cc1nnc(NC(=O)CN2CCN(Cc3ccc(F)cc3Cl)CC2)s1 | 17 | 1 | x | 3 | -7 | 14 | x | -2
CCN(CC)c1nc(N2CCN(C)CC2)nc2ccccc12 | 6 | -10 | -2 | 3 | 12 | 15 | -5 | 8
S=C(NCCNC(=S)Nc1ccccc1Cl)Nc1ccccc1Cl | 0 | -2 | x | 2 | -1 | 13 | x | 0

A stretch from further up, for reference:
SMILES | LGR2 antag | CASP6 VEID inh | PGC1a acetyl inh | FN deposit inh | PAX8 reporter | EWS-Fli block | miR122 inh | Cneo AK release
Cc1ccc(N2CC(C(=O)Nc3ccc(S(=O)(=O)Nc4ncccn4)cc3)CC2=O)cc1C (centres undefined) | 7 | -1 | x | -4 | -1 | -1 | x | -2
NC(=O)C1CCN(c2ccc(S(=O)(=O)N3CCC(Cc4ccccc4)CC3)cn2)CC1 | 3 | -1 | 9 | 1 | 7 | 15 | x | x
CO[C@H]1CN(C)C(=O)c2cc(NC(=O)Nc3ccc(Cl)cc3)ccc2OC[C@@H](C)N(C)C[C@H]1C | -2 | 2 | -2 | 2 | 15 | 11 | x | 3
O=C(N/N=C/c1ccccn1)c1cc([N+](=O)[O-])cc([N+](=O)[O-])c1 | 19 | -2 | 9 | 15 | 11 | 7 | -1 | 1

Source: PubChem (Broad Institute)
